# NCOA1 inh – SRC1 coactivator transcriptional activity inhibitors, primary screen, cell-based, luminescence; HEK293 GAL4-SRC1 luciferase reporter; AID 588354, 2011; 0.12% of 360,000 active; inhibition, % at 3.6 µM;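 active = inhibition above the campaign mean plus 3 SD, with each screening campaign given its own cutoff, cut at about 60% in these data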;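 note: 0% = DMSO treated cells and 100% = gossypol at 36 µM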
# Target sequence (Q15788 whole entry, looked up, the tested form may be a part): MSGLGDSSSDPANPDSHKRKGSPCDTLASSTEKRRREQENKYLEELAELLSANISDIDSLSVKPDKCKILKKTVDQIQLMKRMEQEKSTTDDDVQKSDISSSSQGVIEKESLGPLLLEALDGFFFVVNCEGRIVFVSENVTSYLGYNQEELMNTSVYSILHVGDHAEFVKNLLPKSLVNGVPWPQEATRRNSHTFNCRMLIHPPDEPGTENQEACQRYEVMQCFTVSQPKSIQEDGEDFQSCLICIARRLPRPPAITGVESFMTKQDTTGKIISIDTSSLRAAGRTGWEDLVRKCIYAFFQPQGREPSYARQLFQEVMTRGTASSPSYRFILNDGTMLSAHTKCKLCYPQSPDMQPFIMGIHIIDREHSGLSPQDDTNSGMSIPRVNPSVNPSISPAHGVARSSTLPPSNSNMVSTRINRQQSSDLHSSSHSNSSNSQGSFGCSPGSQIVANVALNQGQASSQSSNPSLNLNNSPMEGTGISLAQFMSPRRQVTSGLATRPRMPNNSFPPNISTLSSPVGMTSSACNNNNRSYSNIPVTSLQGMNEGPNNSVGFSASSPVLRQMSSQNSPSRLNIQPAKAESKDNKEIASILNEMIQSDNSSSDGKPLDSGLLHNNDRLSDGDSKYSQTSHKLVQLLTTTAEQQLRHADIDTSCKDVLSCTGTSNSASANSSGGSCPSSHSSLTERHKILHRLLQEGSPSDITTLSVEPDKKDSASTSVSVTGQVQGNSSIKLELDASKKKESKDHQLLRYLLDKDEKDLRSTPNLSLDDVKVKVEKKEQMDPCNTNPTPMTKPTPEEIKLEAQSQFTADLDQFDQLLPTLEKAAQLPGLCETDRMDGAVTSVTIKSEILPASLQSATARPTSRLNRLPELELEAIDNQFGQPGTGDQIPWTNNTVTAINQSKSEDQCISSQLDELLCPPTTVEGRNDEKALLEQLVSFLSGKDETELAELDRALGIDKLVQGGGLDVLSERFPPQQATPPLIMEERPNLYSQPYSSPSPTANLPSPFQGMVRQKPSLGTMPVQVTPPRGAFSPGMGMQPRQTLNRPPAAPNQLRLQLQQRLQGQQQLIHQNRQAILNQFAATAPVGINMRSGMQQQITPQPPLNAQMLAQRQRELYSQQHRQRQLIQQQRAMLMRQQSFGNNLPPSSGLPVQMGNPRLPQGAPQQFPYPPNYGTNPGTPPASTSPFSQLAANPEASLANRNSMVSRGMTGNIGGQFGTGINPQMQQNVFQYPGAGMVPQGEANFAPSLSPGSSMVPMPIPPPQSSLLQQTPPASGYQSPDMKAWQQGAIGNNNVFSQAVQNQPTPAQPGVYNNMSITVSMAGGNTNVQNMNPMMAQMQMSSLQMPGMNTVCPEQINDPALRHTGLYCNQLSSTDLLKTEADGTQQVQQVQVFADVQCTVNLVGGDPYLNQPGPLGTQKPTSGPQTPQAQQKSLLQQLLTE
# NCOA2 inhibitor – inhibition of GAL4-SRC2 driven luciferase reporter, primary screen, SRC2 inhibitor project, cell-based, luminescence; 0.17% of 370,000 active; HEK293 GAL4-SRC2 luciferase reporter; AID 651957, 2012; inhibition, % at 9 µM;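 active = inhibition above the mean inhibition of all tested compounds plus 3 SD, set per campaign, cut at about 52% in these data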;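 note: 0% = DMSO treated cells and 100% = cells given Gossypol at 36 µM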
# LRH-1 inv ag – LRH-1 (NR5A2) inverse agonists, primary screen, cell-based, luminescence, HEK293T, StAR-luciferase reporter. Nuclear receptor subfamily 5 group A member 2 (Homo sapiens), O00482. LRH-1 transfected, 24 h. inhibition, % at 3.6 µM. 0.13% of 360,000 active;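 active = inhibition above the mean inhibition of all tested compounds plus 3 SD, cut at about 73% in these data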;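 note: 0% = DMSO wells and 100% = reporter-only cells lacking LRH-1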
# LMP1 NFkB inh – EBV LMP1-driven NF-kappaB luciferase reporter inhibitors, primary screen, cell-based, luminescence, single point; LMP1-induced NF-kappaB luciferase reporter cells; AID 504558, 2011; inhibition, % at 12.5 µM; 0.69% of 350,000 active; in the data active = inhibition above about 41%;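 note: 0% = neutral control wells and 100% = reference inhibitor control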
# MC4R antag cAMP – MC4R antagonists of cAMP signaling, primary screen, cell-based, TR-FRET, antagonist arm of biased-ligand search. Melanocortin receptor 4 (Homo sapiens), P32245. MC4R-expressing cells, MTII-stimulated cAMP, LANCE TR-FRET. inhibition, % at 6.5 µM. 0.48% of 360,000 active;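 active = inhibition above its plate's cutoff, the mean of tested wells on that plate plus 3 SD, cut at about 29% in these data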;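 note: 0% = Melanotan II alone and 100% = Melanotan II plus saturating MCL0020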
#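 Assay system: U2OS-MC4R stable cell line; Also added: Melanotan II; Technique: Eu-cAMP/anti-cAMP TR-FRET, emission 671 nm; Times: 30-min compound, 1-h challenge, 1-h detection, room temperature.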
# TLR9-MyD88 inh – inhibitors of TLR9-MyD88 association in cells, primary screen, cell-based, CHO, BLA complementation, fluorescence. CCF4 FRET ratio. inhibition, % at 4.98 µM. 0.21% of 340,000 active;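 active = inhibition above the mean over all tested compounds plus 3 SD, cut at about 21% in these data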;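 note: 0% = DMSO only wells and 100% = clavulanate BLA inhibitor control wells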
# MC4R barr agon – MC4R agonists recruiting beta-arrestin, primary screen, cell-based, luminescence, agonist arm of biased-ligand search. U2OS MC4R beta-arrestin complementation; percent of melanotan II response, DMSO zero. activation, % at 8.9 µM. 0.98% of 360,000 active. AID 540308, 2011;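 active = activation above a per-plate cutoff, the mean activation of sample wells on that plate plus 3 SD, cut at about 8% in these data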
# ABHD5-PLIN5 inh – ABHD5-PLIN5 interaction inhibitors, primary screen, cell lysate, split luciferase complementation, luminescence. Split G. princeps luciferase complementation, 4 h. inhibition, % at 4 µM. 0.78% of 360,000 active;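 active = inhibition above the mean inhibition across every tested compound plus 3 SD, cut at about 22% in these data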;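 note: 0% = DMSO only wells and the 100% control is not disclosed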
# NCOA3 inh – SRC3 coactivator transcriptional activity inhibitors, primary screen, cell-based, luminescence. Nuclear receptor coactivator 3 (Homo sapiens), Q9Y6Q9. HEK293 GAL4-SRC3 luciferase reporter. inhibition, % at 3.6 µM. 0.17% of 360,000 active;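 active = inhibition above a per-campaign cutoff, the mean of all compounds plus 3 SD, cut at about 60% in these data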;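 note: 0% = DMSO-treated cells and 100% = gossypol-treated cells at 36 µM; higher means less SRC3-driven luciferase light from the GAL4 reporter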
# COUP-TFII inh – NR2F2 transcriptional activity inhibitors, primary screen, cell-based, luciferase reporter, HEK293T, luminescence; HEK293T NGFI-A luciferase reporter; inhibition, % at 8.6 µM; 0.7% of 370,000 active;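 active = inhibition above a per-plate cutoff, mean inhibition of test wells between control levels plus 3 SD, cut at about 38% in these data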;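 note: cells cotransfected with COUP-TFII expression vector driving the NGFI-A reporter; 0% = median of COUP-TF2 test wells and 100% = reporter-only cells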
# NOD2-RIPK2 inh – NOD2-RIPK2 binding disruptors in cells, primary screen, fluorescence, CHO cells, BLA complementation. Receptor-interacting serine/threonine-protein kinase 2 (Homo sapiens), O43353. CCF4 ratio. inhibition, % at 4.98 µM. 0.38% of 360,000 active. AID 624267, 2012; in the data active = inhibition above about 21%;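 note: 0% = vehicle only and 100% = reference blocker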
# * hit, by the source's call; . = no result given. Only part of the results is shown; rates above refer to the full screens.
SMILES,NCOA1 inh,NCOA2 inhibitor,LRH-1 inv ag,LMP1 NFkB inh,MC4R antag cAMP,TLR9-MyD88 inh,MC4R barr agon,ABHD5-PLIN5 inh,NCOA3 inh,COUP-TFII inh,NOD2-RIPK2 inh
CC(C)(CO)NC(=O)CC1C(=O)NCCN1Cc1ccc(-c2ccccc2)cc1 (stereo unspecified),-5,9,-20,3,6,4,-1.2,4,9,15,3
OCc1ccccc1-c1cnc2sc(NCc3ccc(F)cc3)nn12,-3,-5,-3,.,-24,.,-0.4,-3,1,-7,-6
CCCS(=O)(=O)NC(=O)C1(C)CCN(C(=O)c2cccc(C(F)(F)F)c2)C1 (stereo unspecified),-10,-5,8,.,3,.,-0.2,-8,-4,5,-1
Cc1ccc(NC(=O)CCS(=O)(=O)c2cccc3nonc23)cc1,5,-14,-13,3,-9,-2,-0.9,3,5,9,6
O=C(COc1nncc2ccccc12)Nc1ccc(F)c(F)c1,-27,-17,-3,-1,24,-7,-2.1,-2,13,1,-7
O=C(Nc1ccccn1)c1ccc([N+](=O)[O-])cc1Cl,-8,6,-23,-1,0,6,0.5,4,8,-13,-3
Cc1c(C(=O)N2CCOCC2)sc(NC(=O)CCl)c1C#N,5,15,21,3,0,0,0.2,-6,-3,9,-7
CCOC(=O)c1c(C)n(OCc2ccccc2)c2ccc3nonc3c12,18,29,9,19,1,2,8.8*,-27,16,9,-11
CSc1nc(C(=O)N2CCCC(N3CCN(c4ccccc4C)CC3)C2)cs1 (stereo unspecified),5,24,15,-14,7,2,-3.3,-6,25,26,2
COc1ccccc1CN(CC(=O)NCc1ccco1)C(=O)CNS(=O)(=O)c1ccc(C)cc1,-24,-3,11,-7,6,-6,0.9,7,-13,12,-2
O=C(Nc1ccccc1N1CCN(c2ccccc2)CC1)C1CCCCC1,22,-19,6,-4,1,3,-1.6,1,0,-9,0
O=C(NC(=S)Nc1ccccc1Cl)C1CC1,-24,-28,1,-1,2,2,-0.9,-1,-4,-4,-8
COc1ccc(NC(=O)c2c[nH]c(=O)n(-c3ccc(C)c(C)c3)c2=O)c(OC)c1,2,-28,22,2,-4,-6,1.1,-7,8,-9,-15
COc1cccc([C@@H]2CC=C(C(=O)O)[C@H](c3ccc(Cl)cc3)N2S(=O)(=O)c2ccc(C)cc2)c1,-15,10,-2,1,7,-5,-0.5,-1,15,5,7
COc1cc(/C=N/NC(=O)C(C)n2nnc3ccccc32)ccc1O (stereo unspecified),-23,-52,15,-17,0,12,-0.6,-6,9,-40,-7
CCn1c(CNc2ccc(C)cc2)nnc1SCC(N)=O,-20,0,8,0,1,-5,-1.1,1,8,-12,-1
Cn1c(SCC(N)=O)nnc1C1CCN(S(=O)(=O)c2ccccc2C(F)(F)F)CC1,-27,-4,4,-2,7,4,-1.9,6,13,-7,-12
Cc1ccccc1-c1nc(CN2CCCC(C(=O)NCCCN3CCOCC3)C2)c(C)o1 (stereo unspecified),-2,3,-18,2,0,-4,-0.1,0,12,-3,1
CCc1ccc(NC(=O)CSc2ccccn2)cc1,-43,-39,-22,-25,2,-2,-1.2,5,-39,-13,3
Cn1c(=O)c2c(nc(CN3CCN(C(=O)c4ccco4)CC3)n2CCCc2ccccc2)n(C)c1=O,-4,-16,-16,-8,12,-1,-0.4,7,2,-5,-4
COc1ccccc1CNC(=O)CN(c1ccc(C)cc1)S(=O)(=O)c1c(C)noc1C,-11,-9,11,-8,2,-1,-0.7,-1,9,0,-1
CC(C)c1ccc(/C=C/C(=O)O)cc1,-14,10,6,0,3,-7,-3.9,-1,15,14,1
CCn1c(SCC(=O)Nc2nc3ccc(C)cc3s2)nc2c(c1=O)SC(C)C2 (stereo unspecified),7,.,-14,34,12,-1,0.0,1,4,.,0
CC1(C)CC(=O)C(Br)=C(O)C1,-12,-23,-1,-2,20,1,1.1,-4,-7,20,6
CCC(CC)C(=O)N(c1ccc(F)cc1)C1C=CS(=O)(=O)C1 (stereo unspecified),-4,3,6,-11,8,8,-0.4,3,9,3,-7
O=c1cc(O)nc[nH]1,22,18,-5,-9,-4,7,2.4,18,-21,-6,-12
CSc1ccc(Cl)c(C(=O)NCCOc2cc(C)ccc2C(C)C)c1,9,13,-25,11,-1,-3,1.6,-3,8,12,-10
CCCc1ccc(-c2cc(C(=O)N3CCN(c4ccccn4)CC3)c3ccccc3n2)cc1,-66,-52,-38,6,-1,-17,0.3,4,-29,-6,-7
CC(OC(=O)c1cccc(S(=O)(=O)N2CCOCC2)c1)C(=O)NC1CCCCC1C (stereo unspecified),-7,2,27,0,1,-1,-1.8,1,5,8,-10
CN1C(=O)C2CN(CCc3ccccc3)CNC2N(C)C1=O (stereo unspecified),2,-18,-5,-6,9,3,-0.6,1,2,-12,2
CCC12CN3CC(CC)(CN(C1)C3c1ccccc1Cl)C2O (stereo unspecified),-6,-2,-2,6,3,-4,-1.7,-2,9,-2,-6
Cc1cc([N+](=O)[O-])nn1CC(=O)NNC(=S)Nc1ccc([N+](=O)[O-])cc1,-1,2,20,9,-3,-41,-1.9,5,7,0,4
CCOc1cc(/C=N/Nc2ncc(C)c(=O)[nH]2)ccc1O,-4,5,17,0,-14,1,-0.8,-1,-15,9,-16
COc1ccccc1CNc1nc(NCc2ccc3occc3c2)c2sccc2n1,11,16,15,.,-8,.,-0.4,24*,10,30,2
Cc1cccc(OCCC(=O)NCC(=O)Nc2cccc(C)c2C)c1,-2,-13,-4,1,14,7,-1.4,2,4,3,7
O=C(Cc1ccccc1F)N1CCN(S(=O)(=O)c2ccc(Cl)cc2)CC1,-2,-1,-2,2,2,-10,0.8,0,-7,17,-15
CCC(C)(C)NC(=O)C(c1ccccc1)N(Cc1cccnc1)C(=O)c1csnn1 (stereo unspecified),-1,-5,2,-1,-2,8,-1.1,-4,5,4,3
COc1cc2c3nnc(-c4ccc(F)cc4)c-3cn(Cc3ccc(C)cc3)c2cc1OC,0,12,10,-40,0,27*,0.3,0,-14,5,51*
Cn1c(=O)c2c(nc(NC3CCCCC3)n2CC(=O)C23CC4CC(CC(C4)C2)C3)n(C)c1=O,12,18,-4,-5,11,-12,1.0,2,7,5,-2
COc1cc2c(cc1OC)C(C)N(C(=O)c1cccc([N+](=O)[O-])c1)CC2 (stereo unspecified),26,11,34,17,5,7,-1.0,-3,35,5,8
COc1cccc(NC(=O)c2ccc(NC(=O)C3CC(=O)OC34CCCCC4)cc2)c1 (stereo unspecified),7,10,-13,0,22,-10,2.3,1,8,3,-3
CCCCNS(=O)(=O)c1ccc(S(=O)(=O)NCc2ccncc2)cc1,-26,27,26,5,15,4,-1.4,-1,34,33,-4
O=C(C(=O)N1CCc2ccccc2C1)c1cn(CC(=O)N2CCCCC2)c2ccccc12,-6,4,10,2,-5,4,0.0,4,14,10,-12
COc1ccc(CN2CC(=O)N(c3cc(Cl)ccc3C)C2=S)cc1OC,-4,-1,-19,-3,17,-8,0.8,0,6,2,-8
Cn1c(N)c(C(=O)COC(=O)c2ccc([N+](=O)[O-])o2)c(=O)n(C)c1=O,-30,20,21,-6,-1,2,-1.7,0,-5,-8,-3
O=C(O)CCC(NC(=S)Nc1ccccc1)C(=O)O (stereo unspecified),-4,14,0,7,5,4,0.7,6,23,6,0
Cc1nnc2n(Cc3ccccc3)c(=O)c3c4c(sc3n12)COC(C(C)C)C4 (stereo unspecified),3,-26,-4,-2,-2,4,-1.5,-9,9,5,-8
Cc1cc(NC(=O)C(C)SCC(=O)N(C)CC(=O)Nc2ccccc2Br)no1 (stereo unspecified),18,-40,1,5,17,-5,-1.8,-10,-5,-17,17
Cc1cc(NS(=O)(=O)c2ccc(NC(=O)C(C)N3C(=O)c4ccccc4C3=O)cc2)nc(C)n1 (stereo unspecified),1,-9,15,7,0,6,0.0,8,-13,3,-12
CCCn1nnnc1NC(=O)COc1ccc(Cl)c(C)c1,9,3,12,8,6,3,-0.9,2,14,28,-9
# Continuation.
SMILES,NCOA1 inh,NCOA2 inhibitor,LRH-1 inv ag,LMP1 NFkB inh,MC4R antag cAMP,TLR9-MyD88 inh,MC4R barr agon,ABHD5-PLIN5 inh,NCOA3 inh,COUP-TFII inh,NOD2-RIPK2 inh
CCOC(=O)/C=C1\SCC(=O)N1CC(=O)NC(c1ccccc1)c1ccccc1,-32,-7,10,-1,10,4,-2.5,-1,26,-15,-6
c1ccc(-c2ccccc2-c2nc(-c3cccnc3)no2)cc1,0,-12,35,0,-2,0,-0.4,-3,10,11,5
COc1ccc(CC(=O)Nc2ccc(S(=O)(=O)Nc3ncccn3)cc2)cc1OC,7,-12,-3,9,13,5,1.1,-8,12,-14,-5
Cc1cc(C)cc(NC(=O)C(OC(=O)c2cccs2)c2ccccc2)c1 (stereo unspecified),-5,-12,3,1,6,-9,1.2,-3,20,-5,2
O=C(NC1CCCc2c1cnn2-c1ccc(F)cc1F)c1cnccn1 (stereo unspecified),8,5,0,3,1,-3,-1.3,-1,-10,9,-1
O=C(NC(=S)NC(CO)Cc1ccccc1)c1ccc(F)cc1 (stereo unspecified),-39,-9,-32,-9,1,10,-2.7,1,-13,-12,-3
CC(C)C(NS(=O)(=O)c1ccccc1F)C(=O)N1CCc2ccccc2C1 (stereo unspecified),-31,-2,8,2,13,-10,2.3,-4,11,16,0
Cc1ccc(NC(=O)CN(C)C(=O)c2ccc(Cl)nc2)cc1,-12,9,0,0,3,-4,-0.9,8,16,14,-12

# Whole records, quoted from the list. Screens in order: NCOA1 inh	NCOA2 inhibitor	LRH-1 inv ag	LMP1 NFkB inh	MC4R antag cAMP	TLR9-MyD88 inh	MC4R barr agon	ABHD5-PLIN5 inh	NCOA3 inh	COUP-TFII inh	NOD2-RIPK2 inh
# O=C(NC(=S)NC(CO)Cc1ccccc1)c1ccc(F)cc1 (stereo unspecified) across the screens: -39	-9	-32	-9	1	10	-2.7	1	-13	-12	-3
# O=C(NC1CCCc2c1cnn2-c1ccc(F)cc1F)c1cnccn1 (stereo unspecified) across the screens: 8	5	0	3	1	-3	-1.3	-1	-10	9	-1
# Cc1cc(C)cc(NC(=O)C(OC(=O)c2cccs2)c2ccccc2)c1 (stereo unspecified) across the screens: -5	-12	3	1	6	-9	1.2	-3	20	-5	2
